TAAR1 antag: human TAAR1 antagonists, primary screen, Fluo-8 calcium fluorescence, CHO RD-HGA16 cells; antagonist; inhibition, % at 3 µM; 360,000 compounds, 1.5% hits;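 active means inhibition above a per-plate cutoff, the mean inhibition of test compounds on that plate plus 3 SD, cut at about 49% in these data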;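 further: 0% = DMSO plus EC80 beta-PEA response and 100% = DMSO alone without agonist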
Target sequence (Q96RJ0 whole entry, looked up): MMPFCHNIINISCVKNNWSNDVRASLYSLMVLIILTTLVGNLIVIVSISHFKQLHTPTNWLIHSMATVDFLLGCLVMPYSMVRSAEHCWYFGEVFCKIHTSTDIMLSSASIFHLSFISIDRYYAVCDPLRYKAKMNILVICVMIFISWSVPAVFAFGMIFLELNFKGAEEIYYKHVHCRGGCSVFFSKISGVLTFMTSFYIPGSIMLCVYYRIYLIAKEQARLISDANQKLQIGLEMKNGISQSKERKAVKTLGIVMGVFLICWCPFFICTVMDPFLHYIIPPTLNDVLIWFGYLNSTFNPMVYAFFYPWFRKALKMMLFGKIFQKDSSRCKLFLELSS
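Assay system: RD-HGA16 CHO cells with stable hTAAR1 and Gα16 / Reagent: EC80 β-phenethylamine stimulus / Doses: 3 µM, single point / Timing: dye loading 75 min at 37 °C, then 30 min room temperature / Measured by: Fluo-8 intracellular calcium dye fluorescence, real-time kinetic reads / Controls: vehicle wells and EC80 agonist wells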
CHRM1 antagonist: human M1 muscarinic receptor antagonists, primary screen, CHO-K1 cells, Fluo-8 calcium fluorescence, 1536-well | Muscarinic acetylcholine receptor M1 (Homo sapiens), P11229 | CHO-K1 hM1, ACh EC80 antagonist | inhibition, % at 3 µM | 360,000 compounds, 1.3% hits | AID 588852, 2011;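 active means percent inhibition above its own plate's cutoff, namely the mean of that plate's compound wells plus 3 SD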;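 further: peak over basal fluorescence ratio during 140 s after agonist addition; 0% = ACh EC80 plus DMSO and 100% = DMSO alone without agonist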
CHRM1 agonist: human M1 muscarinic receptor agonists, primary screen, Fluo-8 calcium fluorescence, CHO-K1 cells, HTS; Muscarinic acetylcholine receptor M1 (Homo sapiens), P11229; CHO-K1 hM1, agonist mode; 0% DMSO, 100% acetylcholine EC100; activation, % at 3 µM; 360,000 compounds, 0.33% hits; AID 588814, 2011;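 active means activation above the run's mean compound activation plus 3 SD, cut at about 16% in these data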;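 further: peak over basal fluorescence ratio within a 140 s kinetic read after compound addition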
M1 PAM parental: nonselective calcium activators in parental CHO-K1 cells, primary screen, counter-screen for M1 PAM project, cell-based, Fluo-8 calcium fluorescence, full deck, 1536-well | ATP EC20; 0% at ATP EC20, 100% at ATP max | activation, % at 3 µM | 360,000 compounds, 0.02% hits;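 active means activation above the run cutoff, the mean activation of all test compounds plus 3 SD, cut at about 40% in these data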;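 further: peak over basal fluorescence ratio in a 140 s read after ATP addition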
CHO parental Ca: ATP-evoked calcium signal inhibitors, parental CHO, primary screen, counter-screen for OX1R antagonist project, cell-based, fluorescence, Fluo-8 calcium dye; parental CHO-K1, ATP-induced calcium, Fluo-8 fluorescence; inhibition, % at 5.6 µM; 330,000 compounds, 0.63% hits; AID 463079, 2010;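 active means inhibition above that plate's mean sample inhibition plus 3 SD, cut at about 26% in these data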;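 further: 0% = ATP-challenged DMSO wells and 100% = DMSO wells without ATP; some compounds past the cut are filed as inactive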
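Test system: parental CHO cells; detection: calcium-sensitive Fluo-8 fluorescence; evaluation: percent inhibition of calcium signal; also added: ATP as calcium-mobilizing challenge; repeats: one well per compound; control set: ATP-challenged DMSO wells low, unchallenged DMSO wells high; compound: single nominal dose of 5.6 µM per compound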
CHO-K1 Ca antag: nonselective inhibitor or artifact in parental CHO-K1 cells; ATP-induced calcium, Fluo-8 fluorescence; inhibition, % at 3 µM; 360,000 compounds, 0.6% hits; AID 602250;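 active means inhibition above a per-plate cutoff, the plate's mean sample inhibition plus 3 SD, cut at about 24% in these data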;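 further: 0% = DMSO plus EC80 ATP and 100% = DMSO alone without ATP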
TAAR1 ag: human TAAR1 agonists, primary screen, Fluo-8 calcium fluorescence, CHO RD-HGA16 cells. Trace amine-associated receptor 1 (Homo sapiens), Q96RJ0. vehicle wells 0%, saturating PEA agonist 100%. activation, % at 3 µM. 360,000 compounds, 0.99% hits;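 active means activation above the mean activation of all test compounds in the run plus 3 SD, cut at about 38% in these data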
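Test system: RD-HGA16 (CHO) cells co-expressing Gα16 and hTAAR1 / Benchmarks: DMSO vehicle as 0%, PEA at EC100 as 100% / Repeats: no replicates (n 1) / Measure: % activation from peak over basal fluorescence ratio, DMSO-to-PEA scaled / Timing: 17-24 h plating, Fluo-8 75 min 37 °C, 30 min RT / Technique: kinetic Fluo-8 calcium fluorescence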
M1 ag parental: counter-screen for M1 agonists: effect in parental CHO-K1 cells. Fluo-8 calcium fluorescence; scaled to maximal ATP response, vehicle zero. activation, % at 3 µM. 360,000 compounds, 0.48% hits. AID 602248, 2012; in the data active means activation above about 15%;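 further: untransfected CHO-K1 host cells lacking M1 receptor as counterscreen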
OXTR potentiator: human OXTR potentiators, primary screen, fluorescence, CHO-OTR cells, Fluo-8 calcium; AID 2445, 2010; 320,000 compounds, 0.061% hits; activation, % at 3 µM; Oxytocin receptor (Homo sapiens), P30559; Fluo-8 calcium fluorescence, potentiator mode; 0% = oxytocin EC15, 100% = EC100;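 active means activation above that plate's cutoff, the mean activation of tested compounds plus 3 SD, cut at about 6.6% in these data, passing the limit was not always enough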;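 further: 100% uses oxytocin at 75 nM as the full agonist control; some results filed as inactive read as strong as hits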
Target sequence (P30559 whole entry, looked up): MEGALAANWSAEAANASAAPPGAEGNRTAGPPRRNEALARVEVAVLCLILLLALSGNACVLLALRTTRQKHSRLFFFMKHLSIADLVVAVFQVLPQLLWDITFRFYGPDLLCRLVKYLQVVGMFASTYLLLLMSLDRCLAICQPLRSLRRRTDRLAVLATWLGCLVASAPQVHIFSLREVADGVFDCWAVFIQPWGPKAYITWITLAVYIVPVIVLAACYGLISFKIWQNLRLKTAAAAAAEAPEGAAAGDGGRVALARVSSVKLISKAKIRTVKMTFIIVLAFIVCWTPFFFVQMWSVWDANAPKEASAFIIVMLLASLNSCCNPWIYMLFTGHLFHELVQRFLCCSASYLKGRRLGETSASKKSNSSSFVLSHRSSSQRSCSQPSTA
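Material: human OTR in CHO cells. Compound: 3.0 µM, one dose. Timing: compound 6 min at room temperature before oxytocin, 100 s read. Evaluation: % activation of max/min ratio relative to oxytocin controls. Replication: single well per compound, singlicate. Signal: Fluo-8 calcium dye fluorescence.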
* hit, by the source's call; . = no result given.

SMILES	TAAR1 antag	CHRM1 antagonist	CHRM1 agonist	M1 PAM parental	CHO parental Ca	CHO-K1 Ca antag	TAAR1 ag	M1 ag parental	OXTR potentiator
COc1cc(/C=N/Nc2ccc(Cl)c(C(=O)O)c2)ccc1OC(=O)c1cccs1	-21.0	-1.7	-3.9	13.6	-1.2	-11.0	-0.9	0.2	-11.1
C=C(C)Cn1c(SCC(=O)NCc2ccco2)nc2sc3c(c2c1=O)CCC3	11.3	-12.6	-7.5	11.0	-25.9	-9.1	2.4	0.5	0.6
CC(=O)c1c(NC(=O)c2ccccc2)[nH]c(-c2ccccc2)nc1=S	-11.0	-6.2	-2.3	3.5	-6.1	-5.2	1.9	0.4	-7.1
O=C(NCc1ccc(F)c(F)c1)C1Cc2c(-c3ccc4c(c3)OCO4)ccnc2O1 (stereo not drawn)	-5.7	-7.7	-5.2	19.9	.	-8.5	-1.9	-0.4	.
COc1ccc(N2CCN(C(=O)CCNS(=O)(=O)c3ccccc3)CC2)cc1	3.5	3.5	-4.8	-9.6	7.2	3.5	2.1	-0.2	-14.4
COc1ccc(OC)c(NC=C2C(=O)OC3(CCCCC3)OC2=O)c1	8.9	-13.1	-6.8	5.6	-12.5	4.7	8.7	1.1	-2.3
CCN1CCN(c2ccc(Nc3ccnc4ccccc34)cc2)CC1	-5.3	25.2	-7.1	-1.1	-6.8	-3.0	1.2	-0.3	3.0
Cn1c2ccccc2c2nnc(SCC(=O)Nc3cccc(C(=O)O)c3)nc21	5.4	-15.4	-6.8	15.1	0.5	-16.4	2.1	0.6	-9.7
COc1cccc(C(=O)NCCN2CCN(c3ccccc3)CC2)c1	-0.8	-8.9	-6.0	17.0	-14.4	-9.3	1.4	1.9	-1.7
O=C(Nc1ccccc1Cl)Nc1ccnn1C1CCN(C(=O)CCN2CCCO2)CC1	-4.4	-0.2	-3.8	-12.0	-6.7	-13.6	2.5	0.8	-0.8
NC(=O)c1cc2cc([N+](=O)[O-])ccc2oc1=O	-9.3	-14.0	-2.3	6.1	-1.6	-6.7	0.9	1.1	-2.8
O=C(O)c1cccc([N+](=O)[O-])c1C(=O)Nc1ccc2ccccc2c1	-37.0	-21.5	-0.6	-2.4	-13.0	-5.2	0.2	-0.2	2.3
NC(=S)N/N=C/c1ccc(-c2ccc(Cl)c(Cl)c2)o1	35.6	0.2	-1.7	1.3	-10.3	1.2	-3.8	0.2	-15.6
O=C(CSc1ccccc1)Nc1ccc2c(c1)OCO2	0.1	-7.3	-7.8	19.8	10.3	-18.5	0.0	0.8	-5.6
C=C1C(=O)[C@]23C[C@H]1CCC2[C@@]1(C)C(C[C@@H]3O)[C@](C)(C(=O)O)CC[C@@H]1O (stereo partly drawn)	-2.9	-14.8	1.5	8.9	.	11.8	2.3	0.3	.
CCCCNC(=O)Nc1c(C)cc(SC#N)cc1C	7.4	-2.7	-7.6	14.9	-15.4	-8.9	3.8	0.4	-12.4
O=C(O)CCN1C(=O)c2ccncc2C1=O	8.5	-1.4	-3.6	14.8	3.9	2.2	14.0	0.3	6.1
COc1ccc(NC(=O)COc2ccc3c(c2)OCO3)cc1	-4.0	-8.4	-2.3	10.6	-7.6	-5.9	-2.1	0.2	0.3
COc1cc2ccccc2cc1C(=O)NC1CCCCC1	-11.9	-8.7	-6.7	5.5	-31.6	-18.1	-0.6	-0.8	-1.8
Cc1ccnn1C(C)C(=O)O (stereo not drawn)	10.5	4.8	-4.7	-3.7	-1.4	3.6	5.3	-0.3	-7.2
O=C(NC1CC2CCCC(C1)N2C(=O)Nc1ccc(F)cc1)c1ccccc1 (stereo not drawn)	-2.2	-11.4	-2.6	-0.1	-22.7	6.9	3.8	6.5	-0.3
CN(C)c1cccc(C(=O)NCC2CCCO2)c1 (stereo not drawn)	-8.5	-11.0	-3.7	12.8	-7.5	-1.8	0.7	0.3	-6.7
Cc1ccc(CCNC(=O)CCSCc2ccc(Cl)cc2)cc1	47.4	-12.2	-3.2	19.0	-19.8	-3.6	31.3	1.6	-2.2
Cn1cccc1/C=N/NC(=O)c1cccs1	-29.5	7.3	0.9	13.1	-4.1	-3.0	1.9	0.4	-0.1
CCOC(=O)C1(C)CCCCCN1C(=O)/C=C/c1ccccc1 (stereo not drawn)	-1.5	0.0	-4.8	9.6	.	-11.5	2.9	-0.1	.
CC1(C)Cc2nc(Cl)c(C(N)=O)cc2CO1	-54.7	14.8	-2.4	-9.6	1.6	6.8	4.1	-0.3	2.0
CCOC(=O)C1(CCOC)CCN(Cc2cccc(OCc3ccccc3)c2)CC1	-10.8	-9.8	-8.7	6.5	-32.1	-29.1	2.7	3.0	-5.3
C/C(=N\NC(=O)c1cc(-c2ccc(C)s2)nc2ccccc12)c1cccnc1	-23.7	-15.9	-2.9	-22.3	.	7.5	3.8	-0.5	.
COc1ccc(CNC(=O)CN2CCC(NC(=O)c3cccc(OC)c3)CC2)cc1	0.0	-7.5	-4.7	18.8	.	-11.7	4.1	0.8	.
Cc1nc(N)sc1-c1csc(Nc2ccccc2)n1	-5.6	-1.4	-0.8	-0.5	-0.4	7.3	0.5	-0.5	-7.5
CC1CC(C)CN(C(=O)CCCn2c(=O)c3cccn3c3cccnc32)C1 (stereo not drawn)	-2.4	-3.3	-2.6	22.2	-10.0	-13.4	1.0	2.9	-0.5
Cc1cccc(NC(=O)COC(=O)C2COc3ccccc3O2)c1C (stereo not drawn)	-8.9	-6.1	-2.2	9.1	-3.5	9.6	-0.1	0.0	-2.8

Whole records, looked up by structure. Order of values: TAAR1 antag	CHRM1 antagonist	CHRM1 agonist	M1 PAM parental	CHO parental Ca	CHO-K1 Ca antag	TAAR1 ag	M1 ag parental	OXTR potentiator
`CCOC(=O)C1(CCOC)CCN(Cc2cccc(OCc3ccccc3)c2)CC1` as listed: -10.8	-9.8	-8.7	6.5	-32.1	-29.1	2.7	3.0	-5.3
`COc1cccc(C(=O)NCCN2CCN(c3ccccc3)CC2)c1` as listed: -0.8	-8.9	-6.0	17.0	-14.4	-9.3	1.4	1.9	-1.7
`CC1CC(C)CN(C(=O)CCCn2c(=O)c3cccn3c3cccnc32)C1` (stereo not drawn) as listed: -2.4	-3.3	-2.6	22.2	-10.0	-13.4	1.0	2.9	-0.5

Going on with the list:
SMILES	TAAR1 antag	CHRM1 antagonist	CHRM1 agonist	M1 PAM parental	CHO parental Ca	CHO-K1 Ca antag	TAAR1 ag	M1 ag parental	OXTR potentiator
Nc1cc(Cl)ccc1Nc1ccncc1	-1.6	-13.0	-5.4	5.6	.	8.7	1.3	0.2	.
CC(=O)NCc1ccc(S(=O)(=O)N2CCN(S(=O)(=O)c3ccc4ccccc4c3)CC2)cc1	-9.8	-2.4	-2.9	-3.9	.	-9.1	0.2	-0.2	.
COC(=O)c1cc(C(C)=O)n2ccccc12	-8.3	12.6	-2.6	5.0	-19.4	-4.7	19.5	-0.2	-13.9
O=C(NCCCl)Nc1cccc(Br)c1	9.6	2.0	-3.6	2.9	0.9	-10.4	3.6	1.1	-14.8
c1ccc2c(c1)ccc1ccccc12	-31.6	-8.2	-2.0	11.7	-14.0	-4.7	7.5	0.4	-1.1
COc1ccc(-n2nnc3c(=O)n(CC(=O)OCc4ccccc4)cnc32)cc1	15.0	-5.1	-3.2	-2.3	-2.0	1.3	-0.2	0.4	-5.0
Cc1cccc(C(=O)OCC(=O)NN2C(=O)NC3(CCC(C)CC3)C2=O)c1O (stereo not drawn)	4.8	-7.2	-2.0	15.2	5.0	-10.9	0.0	2.5	-4.2
Cc1ccc(S(=O)(=O)N(C)C[C@@H]2OCc3cnnn3CCCC(=O)N([C@@H](C)CO)C[C@H]2C)cc1	-32.1	-2.4	10.5	-2.5	.	-10.2	11.0	0.1	.
COC(=O)CC1(c2ccccc2)C(=O)c2ccccc2C1=O	-3.9	-1.2	-4.1	5.5	-14.1	13.6	-2.0	-0.3	-6.5
COc1ccc(OCC(=O)NCC(c2cccs2)N2CCOCC2)cc1 (stereo not drawn)	-15.1	21.4	-2.0	-26.1	-6.1	-6.7	0.1	0.2	-4.2
N#C/C(=C\c1cccnc1)C(=O)Nc1ccc(Cl)cc1	-15.5	6.0	-2.2	-1.5	-1.9	1.1	12.7	0.9	-2.4
CCCCNC(=O)C1CCCN1C(=O)Nc1ccccc1 (stereo not drawn)	-15.4	-7.2	-2.5	13.6	-2.0	-7.5	2.2	0.5	-8.8
Cc1ccc(-n2c(Cc3cccn3C)nnc2SCC(=O)NC2CCCCC2)cc1	-2.5	-16.5	-1.1	20.7	-15.2	-15.4	3.7	-0.5	-9.4
COc1ccc(CCNC(=O)CN(c2cc(C)cc(C)c2)S(=O)(=O)c2c(C)noc2C)cc1OC	-20.1	-14.8	-5.2	4.8	-17.4	-18.1	-1.3	1.0	-9.1
COc1ccccc1NC(=O)CSc1nnc(C2CCCCC2)n1-c1ccccc1	-25.1	-4.9	-3.3	20.8	-14.3	-20.3	-1.2	1.8	-6.2
CCNS(=O)(=O)c1ccc(CCC(=O)NCc2cccnc2)cc1	8.3	-3.9	-7.0	-5.5	-7.2	1.2	0.1	0.6	-3.3
N#C/C(=C/c1ccc(-c2ccc(Br)cc2)o1)C(=O)NC1CCCCC1	-7.8	-6.7	-7.8	16.8	-55.8	-15.4	1.8	-0.1	-4.8
Cc1ccccc1C(=O)c1c[nH]c(C(N)=O)c1	11.0	-20.4	2.4	-1.2	-7.2	8.2	6.2	0.1	0.7
CC(c1ccc(C(C)(C)C)cc1)S(=O)CC(O)CO (stereo not drawn)	4.3	-9.7	-2.8	3.4	-4.3	-8.1	0.3	-0.3	-5.7
CCCC(=O)N1CCCC1(C)C(=O)NCCc1ccccn1 (stereo not drawn)	-13.5	-16.3	-0.8	4.3	.	-8.8	0.9	0.3	.

Screening results: PubChem BioAssay, The Scripps Research Institute Molecular Screening Center
